Screening results (PubChem BioAssay)
KDM5B inh = blocks human KDM5B histone demethylase activity; KDM5B demethylase, FDH-coupled NADH fluorescence (FDH is formaldehyde dehydrogenase); Potency, µM (doses to about 57.7 µM), for the others: top-dose activity change, negative = inhibition, hits mostly inhibitors; 2.6% of 220,000 active; AID 1347165; active means well fitted inhibition curve with a large enough effect; inconclusive means small, poorly fitted or top-dose-only effect; inactive means no such curve, though single readings can be large or run the other way; further: 0% is about no effect; nearly all actives have a fitted effect of over 70% in size
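Inhibition is measured as reduced NADH fluorescence generation from FDH coupling to formaldehyde release. Truncated KDM5BΔAP at 200 nM final acts on H3K4me3 peptide (12.5 µM in substrate mix) in pH 7.5 HEPES buffer with Tween-20, 30 min, room temperature.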
Active calls of the source: *; ? = inconclusive; & = joins results of further samples; [ ] = dose if it differs, or a comment. Potency means the concentration at half of the fitted maximal effect.

Compound	KDM5B inh
CC(Sc1ccc2c(c1)OCCO2)C(=O)c1ccc(F)cc1 (centres undefined)	-4%
COc1cccc(-c2[nH]c3c(c2-c2c(-n4cccc4)n(C)c(=O)[nH]c2=O)c(=O)[nH]c(=O)n3C)c1	-17%
Cc1ccc(NC(=O)c2cc(-c3cccnc3)nc3c(C)cccc23)nc1	-13%
CCCNC(=O)CCNS(=O)(=O)c1ccc2c(c1)c(=O)n(C)c(=O)n2C	-18%
Cc1cc(C)c(NC(=O)Cn2cccc2-c2nc(-c3ccc4c(c3)OCO4)no2)c(C)c1	?
Cc1ccc(C(C)C)c(OCc2ccc(C(=O)Nc3ccc(S(N)(=O)=O)cc3C)o2)c1	?
Cn1c(=O)[nH]c(=O)c2c1nc(N1CCCCCC1)n2Cc1ccccc1F	1%
Cc1ccc(OCC(=O)N2CCC3(CC2)CC(OCC2CC2)CCO3)cc1 (centres undefined)	-2%
CCCNC(=O)C1CCC(Cn2c(=O)c3sccc3n(CC(=O)N3CCCC(C)C3)c2=O)CC1 (centres undefined)	-1%
COCCNC(=O)C[C@@H]1C[C@H]2O[C@H](CNC(=O)NCc3ccccc3)[C@@H](O)[C@H]2O1	-11%[86.2 µM]
CC1CSc2ccc(S(=O)(=O)N3CCN(c4ccccc4F)CC3)cc2NC1=O (centres undefined)	-4%
Cc1nn2c(c1-c1cccnc1N1CCOCC1)N(CCC(C)C)CCC2	?
COc1ccccc1CCNC(=O)Cc1c(C)c2cc3c(C(C)(C)C)coc3c(C)c2oc1=O	-18%
Cc1ccc(NC(=O)c2cc(S(=O)(=O)N3CCCCC3)c[nH]2)cc1F	?
COc1ccc(OC)c(C(=O)COC(=O)c2cc(S(N)(=O)=O)ccc2Br)c1	27%

Compound	KDM5B inh
COc1cccc(CNC(=O)C(=O)NCC(c2ccco2)S(=O)(=O)c2cccs2)c1 (centres undefined)	-12%
COc1ccc(OC)c(NC(=O)CSc2nc3ccsc3c(=O)n2-c2ccccc2F)c1	-6%
O=C(Nc1nncs1)C1CC(=O)N(c2n[nH]c3cccc(F)c23)C1 (centres undefined)	-31%
O=C(Nc1ccc2oc(=O)ccc2c1)c1cc([N+](=O)[O-])ccc1N1CCOCC1	8%
C=CCN(CC#CC1=CCCCC1)Cc1ccccc1	25%
CCc1ccc2oc(C(=O)Nc3sc4c(c3C(=O)NC)CCCC4)cc(=O)c2c1	-7%
Fc1ccc(Br)cc1CNc1ccccc1	-10%
COc1cc(C(=O)Nc2ccc3oc(-c4ccccc4Cl)nc3c2)cc(OC)c1OC	6%
COc1ccccc1-n1cnnc1SC(C)C(=O)c1ccc2c(c1)CCC2 (centres undefined)	6%
O=[N+]([O-])c1cccc(-c2noc([C@@H]3C[C@@H](O)CN3Cc3cc4ccccc4o3)n2)c1	?
C#CCNC(=O)C[C@@H]1CCN(C(=O)CCCCC)C[C@@H]1CC	21%[86.2 µM]
CN1CCN(c2ccc(NC(=O)CN(Cc3ccccc3)S(=O)(=O)c3ccccc3)cc2)CC1	-6%
CC(=O)NC(C(=O)NC(C)c1cccc(Cl)c1)C(C)C (centres undefined)	14%
CC(=O)c1ccc(NC(=O)N[C@H]2C[C@@](O)(C(=O)N[C@H](Cc3ccccc3)C(N)=O)C[C@@H](O)[C@@H]2O)cc1	8%
O=S(=O)(Cc1cccc(F)c1)N1CCC(C2CCNC2)CC1 (centres undefined)	4%

Reprinted from the part before: four compounds; new compounds follow.
Compound	KDM5B inh
CN1CCN(c2ccc(NC(=O)CN(Cc3ccccc3)S(=O)(=O)c3ccccc3)cc2)CC1	-6%
CC(=O)NC(C(=O)NC(C)c1cccc(Cl)c1)C(C)C (centres undefined)	14%
CC(=O)c1ccc(NC(=O)N[C@H]2C[C@@](O)(C(=O)N[C@H](Cc3ccccc3)C(N)=O)C[C@@H](O)[C@@H]2O)cc1	8%
O=S(=O)(Cc1cccc(F)c1)N1CCC(C2CCNC2)CC1 (centres undefined)	4%
Cc1ccc(NC(=O)CCc2ncc(-c3c(F)cccc3F)o2)nc1	19%
CCC1=NN2C(=N)/C(=C\c3ccc(OCCOc4ccc(NC(C)=O)cc4)c(OC)c3)C(=O)N=C2S1	-2%
O=c1oc(-c2ccc(Br)cc2)nc2ccccc12	12%
CCN(CCN1CCCC1)C(=O)C1CCC(=O)N(Cc2ccccc2F)C1 (centres undefined)	?
COc1cccc([C@H]2CN(C(=O)c3c(C)nn4c(C)cc(C)nc34)C[C@@H]2N)c1	28µM*
CCc1cccc(C)c1NC(=O)c1nc2ccccc2nc1N1CCCCC1	-2%
COc1ccc(/C=C/c2nn3c(-c4ccc(Cl)cc4)nnc3s2)cc1	-5%
CCN(CCCNC(=O)c1cc2cc3ccc(OC)cc3nc2s1)c1cccc(C)c1	?
COc1ccc2c(c1OC)C(=O)OC2Nc1nc(-c2ccc(Br)cc2)cs1 (centres undefined)	-18%
N#C/C(=C/c1ccccc1OC(F)F)c1nc2ccccc2s1	?
CN(C)C[C@@H]1CN(c2ccccn2)C[C@H]1NC(=O)NC1CCCCC1	32µM*
COCCCNC(=O)c1cc(-c2ccccc2)nc2ccc(C)cc12	?
CCCC/C(=N/NC(=S)Nc1cccc(C)c1)c1ccccc1	-3%
CCCn1c2ccccc2c2cnn(CC(=O)NCC3CCN(Cc4ccc(C)cc4)CC3)c(=O)c21	-18%
O=C(N[C@H](c1ccccn1)C1CC(O)C1)c1cnc2ccccn2c1=O (some centres undefined)	25µM*

Compound	KDM5B inh
Cc1cc2nc(CS)[nH]c2cc1C	-8%
CCCCc1noc(CN2CCC(NC(=O)c3cnn(C)c3)CC2)n1	-8%
COc1cccc(C(=O)N2CCC3(CC2)CC(N(C)Cc2ccccc2)CCO3)c1 (centres undefined)	13%
Clc1ccc(-c2nnn3c2nc(NCc2ccc4c(c2)OCO4)c2ccccc23)cc1	6%
O=C(Cn1cccc1-c1nc(-c2ccccc2)no1)NCCCc1ccccc1	22%
Cc1ccc(C(=O)NCCn2nc(-c3ccc(Cl)cc3)ccc2=O)cc1C	4%
Cc1ccc(C(=O)N2CCCN(S(C)(=O)=O)C(c3ccccc3)CC(=O)NCC2)s1 (centres undefined)	7%
COCCn1c(C)cnc1CC1CCCN(C(=O)C2(c3ccc(OC)cc3)CC2)C1 (centres undefined)	16%
O=C(NCCc1ccccc1)N(C1CCOCC1)C1CCN(Cc2ccsc2)CC1	18%
Cn1ncc2c(C(=O)NCc3cccnc3)cc(-c3ccc(Cl)nc3)nc21	45µM*
O=C(NCc1ccccc1Cl)c1nnc(Cc2ccc(Cl)cc2)o1	-1%
Cc1ccc(NC(=O)CN2C(=O)CCSc3ccc(S(=O)(=O)N4CCCC4)cc32)cc1	-2%
CCc1ccc(C(=O)C2CCCCC2)cc1	25%
O=C(CC[C@H]1NC(=O)c2ccccc2NC1=O)NCCc1ccc(O)cc1	2%
O=C(c1csc2c1CCCC2)N1CCCC(OCc2ccccn2)C1 (centres undefined)	16%

Compound	KDM5B inh
CCOC(=O)c1sc(=S)n(-c2ccc(OC)cc2)c1N	1%
Cn1c(=O)c2c(nc(N3CCN(Cc4ccccc4)CC3)n2CC(=O)c2ccccc2)n(C)c1=O	16%
CN(CC1CCN(CCc2ccc(F)cc2)CC1)C1CCC1	6%
CC1CCc2sc(C(=O)N(C)Cc3cc(-c4ccncc4)no3)cc2C1 (centres undefined)	6%
O=C(O)c1ccc(Cc2ccc(C(=O)O)o2)o1	22%
S=c1[nH]nc(-c2ccco2)n1/N=C/c1c(Cl)cccc1Cl	35%
O=C(CSc1nc2ccccc2o1)Nc1cc(C(F)(F)F)cc(C(F)(F)F)c1	3%
CCNC(=O)C1CCc2ncc(-c3ccsc3)n2C1 (centres undefined)	14%
Cn1c(=O)c2c(SCC(=O)N3CCOCC3)nc(-c3ccccc3Cl)nc2n(C)c1=O	19%
Cc1cccc(CN2CCC(CNC(=O)c3cccc4c3SCCC4=O)CC2)c1	-24%
COc1ccccc1Nc1nnc(-c2cc3cccc(OC)c3oc2=O)s1	10%
N#Cc1cccc(CN2CCCc3ccccc32)c1	?
O=S(=O)(NC1CCN(S(=O)(=O)c2ccc(C(F)(F)F)cc2)CC1)c1cccs1	19%
Cc1cc(C)n2nc(SC(C)C(=O)Nc3cc(Cl)ccc3Cl)nc2n1 (centres undefined)	6%
Cn1c(C=C(C#N)C#N)ccc1-c1ccc(Br)cc1	-25%

| mol | KDM5B inh |
| --- | --- |
| O=S(=O)(Nc1ccc(-c2ccc(N3CCCCCC3)nn2)cc1)c1ccc(Cl)s1 | 2% |
| CCCCC(=O)Nc1ccc2nc(SCC(=O)N3CCOCC3)sc2c1 | -17% |
| CC(C)(C)c1ccc(-c2cc(C[C@H]3CNCC[C@H]3CC(=O)Nc3nccs3)no2)cc1 | -18% |
| Cn1c(=O)n(C)c2cc(S(=O)(=O)c3ccc(F)cc3)c(NC(=O)Cc3ccccc3Cl)cc21 | 2% |
| CC1=C[C@@H](CNC(=O)CCC(=O)O)[C@H](C(C)C)C[C@H]1Cc1nc2c(C)cccc2[nH]1 | ? |
| CCCCCSc1nc2c(c(=O)n(C)c(=O)n2C)n1C/C=C/c1ccccc1 | 8% |
| CCCCCCCn1c(CN2CCN(c3ccccc3)CC2)nc2c1c(=O)n(C)c(=O)n2C | 18% |
| Cc1cc(N2CCOCC2)nc(Nc2ccc(NC(=O)c3ccccc3)cc2)n1 | 0% |
| COC(=O)c1cn(CC(=O)N2CCC2)c2ccccc12 | 3% |
| COc1cc(NC(=O)Cn2c(C)cc3nc4n(c(=O)c32)CCC4)cc(OC)c1OC | 9% |
| CC(C)n1nc(C(=O)Nc2ccc3ccccc3n2)c2ccccc2c1=O | 8% |
| C=CCNC(=O)C[C@@H]1CCN(C(=O)CCCCC)C[C@@H]1CC | 12%[86.2 µM] |
| Nc1nccnc1C(=O)NCC#Cc1ccccc1 | ? |
| CCOc1ccc(-c2csc(-c3c(N)c(C(=O)c4ccc5c(c4)OCO5)n4ccccc34)n2)cc1 | 1% |
| CCNC(=O)CCn1nc(-c2ccccc2)c2ccccc2c1=O | 22% |
| CCOC(=O)C1=C(C)N=C2SC=C(CC(=O)N3CCC(C)CC3)N2C1c1ccccc1F (centres undefined) | ? |
| COCCCNC(=O)[C@@H]1Cc2cn(Cc3nccn3C)c3cccc(c23)[C@H](CC(C)C)N1 | ? |
| CC(C)C(=O)NC(=S)Nc1cccc(Cl)c1 | -9% |
| COc1cccc(NC(=O)c2cnc3c(c2)N(C(=O)Cc2ccc(C(C)C)cc2)CCC3)c1 | ? |
| Cc1ccsc1CN1CCn2c(nnc2[C@@H]2C[C@@H](O)CN2C)C1 | -6% |
| CCn1nc(C(=O)OCC(=O)N(C)c2ccccc2)c2ccccc2c1=O | 17% |
| COc1ccc(CCCc2nnc(SCC(=O)Nc3cc(C)ccc3C)o2)cc1 | 16%&-21% |
| O=[N+]([O-])c1ccc(/C=N/Nc2ccc(C(F)(F)F)cn2)cc1 | 11% |
| COC(=O)c1cc(OC(=O)Cc2ccc(Cl)cc2)cc(C(=O)OC)c1 | -17% |
| O=C(NC1CC1)C1COC2(CCN(C(=O)c3cccc([N+](=O)[O-])c3)CC2)N1C(=O)c1ccccc1 (centres undefined) | -26% |
| CN1[C@@H](CCC(=O)NCc2ccccc2)CNC(=O)[C@@H]2[C@H]1CCN2Cc1ccc(S(C)(=O)=O)cc1 | ? |
| COc1ccc(CCNC(=O)C(C)n2c(=O)cc(C(F)(F)F)c3c(C)nn(C)c32)cc1OC (centres undefined) | -21% |
| Cc1ccc(C)c(OCC(=O)c2ccc3c(c2)N(CCCC(=O)N2CCCC2)C(=O)CO3)c1C | -5% |
| O=C(C1CCC1)N1CCCC(Cc2nc(C3CCOCC3)no2)C1 (centres undefined) | 35µM* |
| CCc1ccc(NC(=O)c2nc3ccccc3nc2N2CCOCC2)cc1 | 7% |

Ordered by the number under KDM5B inh (high to low): 5 of the compounds above
| mol | KDM5B inh |
| --- | --- |
| CCCCCCCn1c(CN2CCN(c3ccccc3)CC2)nc2c1c(=O)n(C)c(=O)n2C | 18% |
| Cn1c(=O)n(C)c2cc(S(=O)(=O)c3ccc(F)cc3)c(NC(=O)Cc3ccccc3Cl)cc21 | 2% |
| CCOc1ccc(-c2csc(-c3c(N)c(C(=O)c4ccc5c(c4)OCO5)n4ccccc34)n2)cc1 | 1% |
| Cc1cc(N2CCOCC2)nc(Nc2ccc(NC(=O)c3ccccc3)cc2)n1 | 0% |
| O=C(NC1CC1)C1COC2(CCN(C(=O)c3cccc([N+](=O)[O-])c3)CC2)N1C(=O)c1ccccc1 (centres undefined) | -26% |

The list continues.
| mol | KDM5B inh |
| --- | --- |
| COc1ccc(C(=O)NCc2ccc3c(c2)CCN3C(=O)c2ccc(F)cc2)cc1 | 2% |
| O=C(/C=C/NC12CC3CC(CC(C3)C1)C2)C(F)(F)F | 23% |
| COc1ccc(-c2nc3c(C)cccc3cc2CN2CCC(O)CC2)cc1OC | 8% |
| CC(C)c1noc(-c2cn(C3CCN(C(=O)COc4ccc(F)cc4)CC3)nn2)n1 | -21% |
| CSc1ccc(O[C@@H]2C=C(C(=O)N[C@@H](Cc3ccc(O)cc3)C(N)=O)C[C@@H](O)[C@H]2O)cc1C | 7% |
| O=C(CN(c1cccc([N+](=O)[O-])c1)S(=O)(=O)c1ccccc1)NCc1cccnc1 | 31% |
| Cc1oc(-c2ccc(C(=O)NCCC(C)C)cc2)nc1CN1CCc2ccccc21 | ? |
| Cc1c(Cl)cccc1NC(=O)C[C@H]1NC(=O)c2ccccc2NC1=O | -16% |
| Cc1cc2oc(C(=O)Nc3sc4c(c3C#N)CCCC4)cc(=O)c2cc1Cl | -11% |
| O=C(NC[C@H]1COCc2nc3cc(F)ccc3n21)c1ccc(Cl)cc1 | -24%[86.2 µM] |
| Cc1cccc(OCC(=O)N2CCC(OC3CCN(C)CC3)CC2)c1 | -1% |
| C=CCN1[C@H](CC(C)C)COc2cc(N3CCCC3)ccc2S1(=O)=O | -4% |
| COc1ccccc1C1=NN(C(=O)C(C)C)C(c2ccc3nccnc3c2)C1 (centres undefined) | 8% |

An excerpt. The share of hits here may be higher or lower than overall.
